# BioA inh – blocks M. tuberculosis BioA enzyme activity. AID 602481. inhibition, % at 9.99 µM. 360,000 compounds, 0.096% hits. purified M. tuberculosis BioA enzyme, plate reader; in the data active means inhibition above about 40%
# Starred values were filed as active, the others as inactive. The list is partial, so the mix of outcomes need not match the whole.
# A first look (eleven entries):
SMILES,BioA inh
COc1cccc(NC(=O)Nc2ccc3c(c2)C(=O)N(C)[C@@H]2CC[C@H](CC(=O)NCCc4ccccc4)O[C@@H]2CO3)c1,0.2
O=S(=O)(N[C@@H]1CC[C@H](CCn2cc(-c3ccccn3)nn2)O[C@H]1CO)c1cccc(F)c1,2.9
C[C@@H]1CN([C@H](C)CO)C(=O)Cc2cc(NC(=O)CCC(F)(F)F)ccc2O[C@H]1CN(C)S(=O)(=O)c1ccccc1,-0.3
C[C@@H]1CN([C@@H](C)CO)C(=O)c2cc(N(C)C)ccc2O[C@@H]1CN(C)C(=O)NC1CCCCC1,0.8
CCNC(=O)C[C@H]1CC[C@@H]2[C@H](COc3ccc(NC(=O)Nc4cccc(C)c4)cc3C(=O)N2C)O1,1.0
CCCNC(=O)C[C@H]1CC[C@@H]2[C@H](COc3ccc(NC(=O)Cc4ccccc4)cc3C(=O)N2C)O1,-2.6
C[C@H]1CN([C@@H](C)CO)C(=O)c2cc(NC(=O)C3CC3)ccc2O[C@@H]1CN(C)Cc1ccc(C(F)(F)F)cc1,0.6
Cc1noc(C)c1NC(=O)Nc1ccc2c(c1)C(=O)N([C@H](C)CO)C[C@H](C)[C@@H](CN(C)C(=O)c1ccccc1)OCCCC[C@H](C)O2,1.0
C/C=C/c1ccc([C@@H]2[C@@H](CO)N(C(C)=O)[C@H]2CN(CC)C(=O)CC)cc1,-1.2
C[C@@H]1CN([C@@H](C)CO)C(=O)CCCn2cc(nn2)CO[C@@H]1CN(C)CC1CCCCC1,-1.1
COCCNC[C@H]1[C@H](c2ccccc2)[C@H](CO)N1c1nc(C)c(C)s1,-2.7

# Results, repeating the preview:
SMILES,BioA inh
COc1cccc(NC(=O)Nc2ccc3c(c2)C(=O)N(C)[C@@H]2CC[C@H](CC(=O)NCCc4ccccc4)O[C@@H]2CO3)c1,0.2
O=S(=O)(N[C@@H]1CC[C@H](CCn2cc(-c3ccccn3)nn2)O[C@H]1CO)c1cccc(F)c1,2.9
C[C@@H]1CN([C@H](C)CO)C(=O)Cc2cc(NC(=O)CCC(F)(F)F)ccc2O[C@H]1CN(C)S(=O)(=O)c1ccccc1,-0.3
C[C@@H]1CN([C@@H](C)CO)C(=O)c2cc(N(C)C)ccc2O[C@@H]1CN(C)C(=O)NC1CCCCC1,0.8
CCNC(=O)C[C@H]1CC[C@@H]2[C@H](COc3ccc(NC(=O)Nc4cccc(C)c4)cc3C(=O)N2C)O1,1.0
CCCNC(=O)C[C@H]1CC[C@@H]2[C@H](COc3ccc(NC(=O)Cc4ccccc4)cc3C(=O)N2C)O1,-2.6
C[C@H]1CN([C@@H](C)CO)C(=O)c2cc(NC(=O)C3CC3)ccc2O[C@@H]1CN(C)Cc1ccc(C(F)(F)F)cc1,0.6
Cc1noc(C)c1NC(=O)Nc1ccc2c(c1)C(=O)N([C@H](C)CO)C[C@H](C)[C@@H](CN(C)C(=O)c1ccccc1)OCCCC[C@H](C)O2,1.0
C/C=C/c1ccc([C@@H]2[C@@H](CO)N(C(C)=O)[C@H]2CN(CC)C(=O)CC)cc1,-1.2
C[C@@H]1CN([C@@H](C)CO)C(=O)CCCn2cc(nn2)CO[C@@H]1CN(C)CC1CCCCC1,-1.1
COCCNC[C@H]1[C@H](c2ccccc2)[C@H](CO)N1c1nc(C)c(C)s1,-2.7
CO[C@H]1CN(C)C(=O)c2cc(NS(=O)(=O)c3cn(C)cn3)ccc2OC[C@@H](C)NC[C@H]1C,-0.7
C[C@@H]1CN([C@@H](C)CO)C(=O)c2cc(-c3ccc(F)cc3)cnc2O[C@@H]1CN(C)C(=O)Nc1ccccc1F,-0.4
COc1ccc(NC(=O)N(C)C[C@@H]2Oc3c(NC(=O)Nc4ccc(F)cc4)cccc3C(=O)N([C@H](C)CO)C[C@H]2C)cc1,-1.3
COCC(=O)N(C)C[C@@H]1Oc2ncc(C3=CCCCC3)cc2C(=O)N([C@H](C)CO)C[C@H]1C,-1.1
Cc1noc(C)c1S(=O)(=O)Nc1ccc2c(c1)C(=O)N([C@H](C)CO)C[C@H](C)[C@@H](CN(C)S(=O)(=O)c1ccc(Cl)cc1)O2,1.4
CC(=O)N1[C@@H]2c3ccc(C4=CCCC4)c(=O)n3C[C@H]1[C@H](CO)[C@H]2C(=O)NCc1ccccc1,-0.5
COCCNC(=O)C[C@@H]1CC[C@@H]2[C@H](COc3ccc(NC(=O)COC)cc3C(=O)N2C)O1,-1.8
C[C@@H]1CN([C@@H](C)CO)C(=O)c2cc(NC(=O)Nc3ccccc3)ccc2O[C@H]1CN(C)C(=O)Nc1ccccc1,2.5
C/C=C/c1ccc2c(c1)O[C@H](CN(C)C(=O)NC(C)C)[C@@H](C)CN([C@H](C)CO)S2(=O)=O,-1.2
CO[C@H]1CN(C)C(=O)c2cc(NC(=O)c3cc(C)on3)ccc2OC[C@@H](C)N(CC2CC2)C[C@@H]1C,-0.6
CCNC(=O)C[C@@H]1CC[C@@H]2[C@@H](COc3ccc(NC(=O)C4CCCCC4)cc3C(=O)N2C)O1,18
CC(C)NC(=O)Nc1ccc2c(c1)C(=O)N([C@@H](C)CO)C[C@@H](C)[C@@H](CN(C)C(=O)Nc1ccc3c(c1)OCO3)O2,-1.0
O=C(NC[C@@H]1N[C@@H](CO)[C@H]1c1ccc(-c2ccccc2F)cc1)c1ccccc1,-2.9
CC(=O)NC[C@H]1[C@H](c2ccc(-c3cccnc3)cc2)[C@@H](CO)N1C(=O)C1CCC1,2.9
C[C@H](CO)N1C[C@H](C)[C@H](CN(C)Cc2ccc(Cl)c(Cl)c2)Oc2c(NC(=O)Nc3ccccc3)cccc2C1=O,-2.0
COC(=O)[C@@H]1[C@@H](CO)[C@@H]2Cn3c(ccc(-c4ccc(OC)cc4)c3=O)[C@@H]2N1S(C)(=O)=O,20
O=C(Cc1ccccc1)N1C[C@@H]2[C@H](c3ccccc31)[C@H](CO)N2C(=O)C1CCOCC1,-3.9
O=C(Nc1cccc(Cl)c1)N[C@H]1CC[C@@H](CCNC(=O)C2CCC2)O[C@H]1CO,-3.9
C[C@@H](NC(=O)C[C@H]1C=C[C@H](NC(=O)C2CCOCC2)[C@H](CO)O1)c1ccccc1,1.8
COc1ccc(C#Cc2cnc3c(c2)C(=O)N([C@H](C)CO)C[C@H](C)[C@H](CN(C)Cc2cccc(C)c2)O3)cc1OC,-0.7
CN1C[C@@H]2[C@H](c3ccccc31)[C@H](CO)N2C(=O)C1CC1,1.6
C[C@H]1CN([C@@H](C)CO)C(=O)c2cc(N(C)C)ccc2O[C@H]1CN(C)Cc1ccc(C(F)(F)F)cc1,0.2
CO[C@H]1CC[C@@H]2CCOc3c(C#N)cccc3C(=O)N(C)C[C@H](OC)[C@@H](C)C(=O)N(C)C[C@H]1O2,-0.1
C[C@@H]1CN([C@H](C)CO)C(=O)c2cc(NC(=O)CCN3CCOCC3)ccc2O[C@H]1CN(C)C(=O)NC1CCCCC1,0.9
CC(C)NC(=O)N(C)C[C@@H]1Oc2ccc(NC(=O)Nc3ccc4c(c3)OCO4)cc2C(=O)N([C@H](C)CO)C[C@H]1C,-0.8
C[C@@H]1CN([C@H](C)CO)C(=O)c2cc(-c3cccc(C#N)c3)cnc2O[C@H]1CN(C)Cc1ccncc1,-0.4
COc1ccccc1-c1cnc2c(c1)C(=O)N([C@H](C)CO)C[C@@H](C)[C@@H](CN(C)Cc1cccc(F)c1)O2,5.2
CC(C)NC(=O)N(C)C[C@H]1OCCCC[C@@H](C)Oc2ccc(NC(=O)CCC(F)(F)F)cc2C(=O)N([C@@H](C)CO)C[C@H]1C,0.5
Cn1cnc(CCNC(=O)C[C@@H]2CC[C@@H]3[C@H](COC[C@@H](O)CN3C(=O)Nc3ccccc3)O2)c1,2.6
Cc1ccc(S(=O)(=O)N(C)C[C@@H]2Oc3c(NC(=O)NC(C)C)cccc3C(=O)N([C@H](C)CO)C[C@H]2C)cc1,-1.2
O=C(Nc1ccc2c(c1)OCO2)N[C@@H]1CC[C@H](CCNC(=O)C2CC2)O[C@@H]1CO,0.2
C[C@H](CO)N1C[C@H](C)[C@H](CN(C)C(=O)Nc2ccc(C(F)(F)F)cc2)Oc2ccc(NC(=O)Cc3ccccc3)cc2CC1=O,-2.5
C/C=C/c1ccc2c(c1)O[C@H](CN(C)C(=O)c1ccc3c(c1)OCO3)[C@@H](C)CN([C@H](C)CO)S2(=O)=O,4.7
NC(=O)[C@@H]1[C@H]2C(=O)O[C@H](c3ccccc3)[C@H](c3ccccc3)N2[C@H](c2ccccc2OCCO)[C@@]12C(=O)Nc1ccc(C#CCCO)cc12,-0.9
O=C(C[C@H]1C=C[C@@H](NC(=O)CN2CCOCC2)[C@H](CO)O1)NC1CCCCC1,-1.1
COCC#Cc1ccc2c(c1)O[C@H](CN(C)CC1CCCCC1)[C@H](C)CN([C@H](C)CO)S2(=O)=O,1.6
O=C(CN1CCOCC1)NCC[C@@H]1CC[C@@H](NC(=O)Cc2ccccn2)[C@@H](CO)O1,-3.6
CC(C)NC(=O)N(C)C[C@H]1Oc2c(NC(=O)Nc3cccc4ccccc34)cccc2C(=O)N([C@H](C)CO)C[C@H]1C,2.8
Cc1noc(C)c1NC(=O)Nc1ccc2c(c1)C(=O)N([C@H](C)CO)C[C@H](C)[C@H](CN(C)C(=O)Nc1ccc(C(F)(F)F)cc1)OCCCC[C@H](C)O2,-0.8
Cc1noc(C)c1NC(=O)Nc1ccc2c(c1)CC(=O)N([C@@H](C)CO)C[C@H](C)[C@H](CN(C)C(=O)Nc1c(C)noc1C)O2,0.8
Cc1noc(C)c1NC(=O)N[C@@H]1C=C[C@H](CC(=O)N2CCCCC2)O[C@H]1CO,-3.1
Cc1ccc(S(=O)(=O)Nc2ccc3c(c2)C(=O)N([C@H](C)CO)C[C@@H](C)[C@H](CN(C)C(=O)NC2CCCCC2)O3)cc1,0.0
Cc1ccc(S(=O)(=O)N(C)C[C@@H]2OCCCC[C@@H](C)Oc3ccc(NC(=O)Nc4ccccc4)cc3C(=O)N([C@H](C)CO)C[C@@H]2C)cc1,-1.8
COc1ccc(NC(=O)N(C)C[C@H]2Oc3ccc(NC(=O)C4CC4)cc3CC(=O)N([C@@H](C)CO)C[C@H]2C)cc1,0.9
CCCN1C[C@@H](C)[C@H](OC)CN(C)C(=O)c2cc(NC(=O)c3cnccn3)ccc2OC[C@@H]1C,0.8
C[C@@H]1CN([C@@H](C)CO)C(=O)c2cccc(NC(=O)Nc3ccc(C(F)(F)F)cc3)c2O[C@@H]1CN(C)C(=O)NC1CCCCC1,-2.9
COc1ccc(S(=O)(=O)Nc2cccc3c2O[C@H](CN(C)C(=O)NC(C)C)[C@H](C)CN([C@@H](C)CO)C3=O)cc1,-0.1
CCNC(=O)[C@H]1[C@H](CO)[C@H]2Cn3c(ccc(-c4ccc(F)cc4)c3=O)[C@@H]1N2C(C)=O,-0.1
CC(C)N1C(=O)[C@@]2(Cc3ccccc31)c1ccccc1C(=O)N(Cc1ccccc1Cl)[C@H]2c1ccc(CO)cc1,-0.1

# Following part:
SMILES,BioA inh
C[C@H]1CN([C@@H](C)CO)C(=O)c2cccc(NC(=O)C3CCOCC3)c2O[C@@H]1CN(C)C,-2.5
Cc1ccc(S(=O)(=O)Nc2ccc3c(c2)C(=O)N(C)[C@H]2CC[C@@H](CC(=O)NCCc4ccncc4)O[C@H]2CO3)cc1,1.8
CO[C@@H]1CN(C)C(=O)c2ccc(NC(=O)c3cnccn3)cc2OC[C@@H](C)N(C(=O)c2cnccn2)C[C@H]1C,5.1
CCCC#Cc1ccc([C@H]2[C@H]3CN(C(=O)Cc4ccccn4)CCCCN3[C@H]2CO)cc1,0.6
COC(=O)[C@H]1[C@H](CO)[C@H]2Cn3c(ccc(C4=CCCC4)c3=O)[C@@H]1N2Cc1ccccn1,-1.1
C[C@H](CO)N1C[C@H](C)[C@H](CN(C)CC2CCCCC2)Oc2ccc(NC(=O)c3ccncc3)cc2C1=O,1.4
CCCC(=O)Nc1ccc2c(c1)C(=O)N(C)C[C@@H](OC)[C@@H](C)CN(Cc1nccs1)[C@@H](C)CO2,4.6
C[C@H]1CN([C@@H](C)CO)C(=O)c2cc(-c3ccccc3)cnc2O[C@H]1CN(C)C(=O)c1cccnc1,-0.8
O=C(C[C@@H]1C[C@@H]2c3cc(NC(=O)C4CCC4)ccc3O[C@@H]2[C@H](CO)O1)NCc1ccncc1,-1.6
COc1ccc(S(=O)(=O)N(C)C[C@@H]2OCCCC[C@@H](C)Oc3ccc(NC(=O)CCCN(C)C)cc3C(=O)N([C@@H](C)CO)C[C@@H]2C)cc1,-1.9
CCCNC(=O)C[C@@H]1CC[C@@H]2[C@H](COc3ccc(NC(=O)Nc4cccc(C)c4)cc3C(=O)N2C)O1,-2.7
CNC[C@H]1OCCCC[C@H](C)Oc2ccc(NS(=O)(=O)c3ccc(F)cc3)cc2C(=O)N([C@@H](C)CO)C[C@@H]1C,-2.4
CN1C(=O)c2cc(NC(=O)c3ccc(Cl)cc3)ccc2OC[C@@H]2O[C@@H](CC(=O)NCc3cccc(F)c3)CC[C@H]21,-1.5
C[C@H](CO)N1C[C@H](C)[C@H](CN(C)C)Oc2ccc(NC(=O)CCCN(C)C)cc2C1=O,0.2
C[C@@H]1CCCCO[C@@H](CN(C)C(=O)c2ccccc2)[C@H](C)CN([C@@H](C)CO)C(=O)c2cc(NS(=O)(=O)c3cn(C)cn3)ccc2O1,-0.8
O=C(C[C@H]1CC[C@H]2[C@@H](COC[C@@H](O)CN2C(=O)Nc2cc(Cl)cc(Cl)c2)O1)N1CCCCC1,-1.1
C[C@H]1CCCCO[C@@H](CN(C)C(=O)Nc2ccc3c(c2)OCO3)[C@@H](C)CN([C@@H](C)CO)C(=O)c2cc(NS(=O)(=O)c3ccccc3)ccc2O1,-2.6
Cc1noc(C)c1NC(=O)Nc1ccc2c(c1)CC(=O)N([C@@H](C)CO)C[C@@H](C)[C@H](CN(C)Cc1ccccc1)O2,-2.3
Cc1ccc(S(=O)(=O)N(C)C[C@@H]2Oc3c(NC(=O)C4CCCCC4)cccc3C(=O)N([C@@H](C)CO)C[C@@H]2C)cc1,-1.0
N#C[C@@H]1[C@H](c2ccc(C#CC3CCCCC3)cc2)[C@H](CO)N1C(=O)Cc1ccccn1,1.6
CCCNC(=O)[C@H]1[C@H](CO)[C@H]2Cn3c(ccc(-c4ccccc4OC)c3=O)[C@@H]1N2C(=O)NCCC,0.1

# Screening results (PubChem BioAssay)
